# GLP1R cytotox = cytotoxicity counter-screen for GLP-1 receptor inverse agonists; HEK293 cAMP-luciferase reporter cells, luminescence, 24 h; Potency, µM (titrated, usually from 38.3 µM), without a hit: at the highest dose activity change, negative = inhibition, actives largely listed as inhibitors; hit rate 0.13% among 410,000; AID 624418;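 also: loss of luciferase light is scored as toxicity; % is scaled to controls: 0 for no effect and ±100 for the full control effect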
#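 To flag toxic compounds, the library was rerun on cells for 24 hr at 37 deg C and 5% CO2. Viability-linked luminescence was captured 12 min after adding luciferase detection reagent.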
# HT1080 IDH1KD tx = kills HT-1080 cells with IDH1 knockdown; hit rate 2% among 360,000; HT-1080 IDH1 knockdown viability, ATP luminescence, 48 h; AID 686971; Potency, µM (titrated, usually from 46.1 µM), without a hit: top-dose activity, negative = toxicity, actives largely listed as cytotoxic;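 also: 0% = DMSO wells and -100% = cell-free medium wells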
#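 Cytotoxicity counter-line: IDH1KD HT-1080, 48 h, CellTiter-Glo. Curves classed by r2, magnitude and activity.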
# KB-3-1 tox = KB-3-1 parental cell cytotoxicity | KB-3-1 viability, CellTiter-Glo ATP luminescence, 72 h | Potency, µM (highest dose often 46.1 µM), for the others: at the highest dose activity change, negative = cytotoxic, usual class: cytotoxic | hit rate 1.4% among 400,000 | AID 1347075; also: % is scaled to controls: 0 for no effect and ±100 for the full control effect; nearly all actives have a fitted effect of over 60% in size
#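 Cells are dispensed, compounds pinned in, plates held at 37 °C for 72 h, then CellTiter-Glo is added and luminescence read after 10 minutes. Cell line: parental KB-3-1 in phenol-red-free DMEM, 10% FBS.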
# TDP-43 yeast inh = rescues yeast growth from TDP-43 toxicity; TDP-43 expressing yeast growth rescue, BacTiter-Glo, 24 h; Potency, µM (series often up to 46.1 µM), for the others: at the top dose growth rescue (activation), actives largely listed as activators; hit rate 1.8% among 410,000; AID 652104; also: % of control where 0% means no effect; nearly all actives have a fitted effect of over 50% in size
#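 Yeast expressing TDP-43 (pregrown in raffinose, seeded at OD600=0.02 in galactose medium) exposed to compounds 24 hr at 30 deg C. Growth read by BacTiter-Glo luminescence; rescue of toxicity appears as increased signal.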
# GLP-1R agonist = GLP-1 receptor (human) agonism; hit rate 0.007% among 380,000; Potency, µM (top dose mostly 45.6 µM), inactives show at the highest dose activation, usual class: activators; AID 624172; HEK293 GLP-1R CRE-luciferase, luminescence, 4-6 h; cells express a hypersensitive GLP-1R form; P43220; also: % of control where 0% means no effect
# Target sequence (P43220 whole entry, looked up): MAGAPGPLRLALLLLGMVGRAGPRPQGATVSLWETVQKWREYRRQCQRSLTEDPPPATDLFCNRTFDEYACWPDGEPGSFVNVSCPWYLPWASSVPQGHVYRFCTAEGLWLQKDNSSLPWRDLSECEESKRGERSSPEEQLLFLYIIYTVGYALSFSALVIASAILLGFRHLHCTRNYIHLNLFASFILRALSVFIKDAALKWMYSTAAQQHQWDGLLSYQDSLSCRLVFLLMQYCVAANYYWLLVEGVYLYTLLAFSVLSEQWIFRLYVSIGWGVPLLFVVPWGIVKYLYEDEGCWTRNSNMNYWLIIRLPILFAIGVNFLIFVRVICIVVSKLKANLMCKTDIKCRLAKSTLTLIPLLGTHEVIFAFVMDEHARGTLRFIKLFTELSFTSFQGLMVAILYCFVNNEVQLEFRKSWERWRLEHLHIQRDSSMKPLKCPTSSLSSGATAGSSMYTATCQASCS
# KB-V1 MDR tox = kills drug-selected multidrug resistant KB-V1 cells; KB-V1 MDR cells viability, CellTiter-Glo, 72 h; Potency, µM (doses to about 46.1 µM), for inactives: at the top dose activity change, negative = cytotoxicity, usual class: cytotoxic; hit rate 3.4% among 400,000; also: % is scaled to controls: 0 for no effect and ±100 for the full control effect; nearly all actives have a fitted effect of over 60% in size
#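 Potencies derive from concentration-effect curves fitted to normalized luminescence (CellTiter-Glo) of KB-V1 cells treated for 72 h at 37 degrees C in phenol-red-free DMEM containing 10% FBS.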
# SW480 rerep = inducers of DNA re-replication in SW480 colon cancer cells | SW480 DNA re-replication, Hoechst DNA content imaging, 48 h | Potency, µM (titrated, usually from 46.1 µM), without a hit: at the highest dose re-replication activation, hits mostly activators | hit rate 1.8% among 340,000 | AID 624297; also: % of control where 0% means no effect; nearly all actives have a fitted effect of over 55% in size
#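 Image-based read-out: total Hoechst fluorescence of nuclei (405 nm excitation, 500-530 nm emission), with hits raising the fraction of high-intensity nuclei. SW480 colon cells incubated 48 hr with compounds at 37 C.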
# HT1080NT lethal = kills 2HG-producing HT-1080-NT fibrosarcoma cells; HT-1080-NT fibrosarcoma viability, CellTiter-Glo ATP luminescence, 48 h; Potency, µM (titrated, usually from 46.1 µM), for the others: at the top dose activity, negative = less viability, most hits filed as cytotoxic; hit rate 1.6% among 360,000; AID 686970;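 also: NT is the 2HG producing partner of a matched IDH1 knockdown line; 0% = DMSO-treated cells and -100% = media-only wells without cells; nearly all actives have a fitted effect of over 55% in size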
#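 Luminescent CellTiter-Glo readout after 48 hours of compound exposure at 37 degrees C defined viability of HT-1080-NT cells. Activity was normalized to DMSO wells and cell-free media wells; concentration-response curves were fitted and assigned curve classes.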
# GLP1R inv ag = acts as inverse agonist at human GLP-1 receptor | Potency, µM (top dose mostly 38.3 µM), for the others: at the top dose activity change, negative = inhibition, actives largely listed as inhibitors | AID 624417 | hit rate 1.6% among 410,000 | HEK293 GLP-1R CRE-luciferase, luminescence, 24 h; GLP-1R form is constitutively active | P43220; also: % is scaled to controls: 0 for no effect and ±100 for the full control effect; nearly all actives have a fitted effect of over 55% in size
#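 HEK293 cells stably co-expressing a cAMP-responsive luciferase reporter and constitutively active GLP-1R were seeded, incubated 12 h, then exposed to compounds for 24 h at 37 C. Luminescence was read 12 min after detection reagent; inverse agonists lower signal.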
# * hit, by the source's call; ? = inconclusive; . = not tested or not shown; [ ] = remark or other dose. Calls follow the shape of the dose curve; as a rule, active = well fitted curve in the direction sought with a large enough effect; inconclusive = small, poorly fitted or top-dose-only effect, or another doubt; inactive = no such curve, though single readings can be large; an effect the other way counts as inactive or inconclusive. Potency is read from the fitted curve at half-maximal effect.
SMILES,GLP1R cytotox,HT1080 IDH1KD tx,KB-3-1 tox,TDP-43 yeast inh,GLP-1R agonist,KB-V1 MDR tox,SW480 rerep,HT1080NT lethal,GLP1R inv ag
CCCOC(=O)C(C)n1c(-c2ccccc2)nc2ccccc2c1=O (stereo not given),5%,-16%,0%,-21%,-21%,?,-1%,2%,1%
COC(=O)C(NC(=O)c1ccc(OC)cc1)(Nc1ncc(S(=O)(=O)c2ccc([N+](=O)[O-])cc2)s1)C(F)(F)F (stereo not given),-28%,?,-14%,14%,-11%,?,?,-19%,?
CCOC(=O)c1sc(NC(=O)Nc2ccc(Cl)cc2)cc1C,?,?,?,-13%,-3%,?,1%,?,?
O=c1c2ccccc2c(=O)n2n1Cc1ccccc1C2,-6%,?,14%,-11%[1.82 µM],8%,-17%,3%,14%,17%
Cc1[nH]c(=S)n(CC2CCCO2)c1C (stereo not given),-4%,-2%,-6%,-2%,4%,2%,-11%,-1%,0%
O=C1CCCc2c1nc(-c1ccco1)n2O,2%,19%,4%,15%,-4%,7%,0%,10%,7%
CCc1cc2c(=O)c(-c3ccc4c(c3)OCO4)coc2c(CN(C)C)c1O,2%,-1%,1%,8%,-1%,4%,-4%,0%,-24%
COc1ccc(C(=O)OCC2CC(c3ccccc3)=NO2)cc1OC (stereo not given),1%,11%,6%,?,26%,-8%,-3%,11%,58%[activator]
Cn1c(CNC(=O)CNS(=O)(=O)c2ccc(F)cc2F)cc(=O)n(C)c1=O,3%,5%,-7%,10%,-4%,1%,-14%,17%,10%
O=c1/c(=C\c2ccc(O)cc2)sc2nc(-c3ccccc3)c(-c3ccccc3)n12,0%,18%,-25%,-16%,9%,-2%,3%,3%,14%
Cc1[nH]c2ccccc2c1/C=N/Nc1ccccc1[N+](=O)[O-],13%[7.66 µM],?,?,10%,0%,?,-4%,-24%,-11%[7.66 µM]
O=C(Cc1ccc(NC2=NC3CS(=O)(=O)CC3S2)cc1)NCc1ccccc1Cl (stereo not given),-5%,6%,0%,11%,2%,1%,-11%,10%,-28%
COc1ccc(C(=O)CC(=O)C(=O)Nc2cc(OC)ccc2OC)cc1,-3%,22%,-10%,-13%,11%,2%,-48%[inhibitor],4%,16%
CCOC(=O)N1CCc2c(sc3ncn(Cc4ccc(F)cc4)c(=O)c23)C1,4%,-7%,-3%,-10%,14%,?,?,3%,?
CN(NC(=O)c1ccccc1F)c1ncccc1[N+](=O)[O-],-11%,-2%,-1%,0%,-5%,?,2%,4%,7%
CC(C)C(NC(=O)c1ccc(C(C)(C)C)cc1)C(=O)NC1=NCCS1 (stereo not given),-4%,4%,-5%,2%,-8%,-27%,2%,7%,?
COCCNC(=O)c1ccccc1NC(=O)c1ccccc1N(C)S(C)(=O)=O,8%,22%,7%,0%,0%,-21%,-2%,16%,8%
O=C(Cc1ccc(NC2=NC3CS(=O)(=O)CC3S2)cc1)NCc1ccccc1 (stereo not given),-4%,-9%,-3%,19%,-5%,27%,-2%,12%,15%
c1ccc(-c2cc3nc(NCc4cccs4)ccn3n2)cc1,1%,?,-5%,?,-7%,-1%,.,?,?
COc1ccc(C(CC(=O)N2CCCCC2)C(C)C)cc1 (stereo not given),9%,3%,-13%,-3%,14%,?,-19%,10%,-23%
Cc1ccc(S(=O)(=O)NC(=O)Nc2ccc(F)cc2)cc1,13%,16%,1%,8%,28%,1%,2%,18%,1%
COc1cccc(OCC(O)CN2CCc3ccccc3C2)c1 (stereo not given),-5%,-4%,-6%,10%,-5%,-1%,?,-3%,?
CN1CCN(CC#CC(C)(O)C2CC3C=CC2C3)CC1 (stereo not given),-1%,11%,-5%,-15%,-4%,-2%,-11%,5%,-3%
CC(=O)Nc1ccc(NC(=O)Cn2ccc([N+](=O)[O-])n2)cc1,-4%,8%,8%,-15%,4%,28%,2%,13%,17%
O=C(OCC(=O)N1CCCC1=O)c1ccc(Cl)cc1[N+](=O)[O-],-4%,19%,-4%,-14%,14%,7%,-6%,15%,1%

# Arranged by length of the SMILES (smallest number first): 6 of the compounds above.
SMILES,GLP1R cytotox,HT1080 IDH1KD tx,KB-3-1 tox,TDP-43 yeast inh,GLP-1R agonist,KB-V1 MDR tox,SW480 rerep,HT1080NT lethal,GLP1R inv ag
COc1ccc(C(CC(=O)N2CCCCC2)C(C)C)cc1 (stereo not given),9%,3%,-13%,-3%,14%,?,-19%,10%,-23%
Cc1ccc(S(=O)(=O)NC(=O)Nc2ccc(F)cc2)cc1,13%,16%,1%,8%,28%,1%,2%,18%,1%
CCCOC(=O)C(C)n1c(-c2ccccc2)nc2ccccc2c1=O (stereo not given),5%,-16%,0%,-21%,-21%,?,-1%,2%,1%
COc1ccc(C(=O)CC(=O)C(=O)Nc2cc(OC)ccc2OC)cc1,-3%,22%,-10%,-13%,11%,2%,-48%[inhibitor],4%,16%
CC(C)C(NC(=O)c1ccc(C(C)(C)C)cc1)C(=O)NC1=NCCS1 (stereo not given),-4%,4%,-5%,2%,-8%,-27%,2%,7%,?
Cn1c(CNC(=O)CNS(=O)(=O)c2ccc(F)cc2F)cc(=O)n(C)c1=O,3%,5%,-7%,10%,-4%,1%,-14%,17%,10%

# Other compounds follow.
SMILES,GLP1R cytotox,HT1080 IDH1KD tx,KB-3-1 tox,TDP-43 yeast inh,GLP-1R agonist,KB-V1 MDR tox,SW480 rerep,HT1080NT lethal,GLP1R inv ag
OCCCNC(c1ccccc1)c1ccc(O)cc1 (stereo not given),-8%,12%,0%,3%,1%,17%,4%,5%,-20%
CCCC(c1nnnn1Cc1ccc(OC)cc1)N1CCC(C(N)=O)CC1 (stereo not given),-11%,7%,10%,14%,0%,1%,-4%,11%,7%
Cc1ccc(CNc2ccc(N3CCOCC3)c(Cl)c2)cc1,3%,-15%,-9%,25%,5%,-10%,12%,-16%,?
O=C(Nc1cccc(Oc2ccc3c(c2)C(=O)NC3=O)c1)c1ccco1,-2%,6%,-2%,13%,7%,4%,3%,-1%,0%
CC(=O)c1ccc(NC(=O)COC(=O)C2C3CC4OC(=O)C2C4C3)cc1 (stereo not given),17%,-1%,14%,-8%,12%,-4%,-16%,1%,1%
CCCCCCCC1c2c(c(C)c(C)oc2=O)Oc2c(C)c(C)oc(=O)c21,8%,1%,7%,16%,-4%,-5%,-8%,9%,-16%
O=C(CCCOc1ccccc1)NCCc1ccccc1,-2%[7.66 µM],5%,-2%,7%[9.22 µM],12%,21%,-4%,6%,-2%[7.66 µM]
Cc1ccc([N+](=O)[O-])cc1N1C(=O)CS/C1=N\NC(=O)c1cccnc1,8%,2%,0%,29%,-2%,9%,?,-2%,7%
COc1ccc(N2C(=O)/C(=C/c3cccnc3)NC2=S)cc1,-30%,1%,-4%,12%,-2%,3%,-1%,-2%,20%
CCN1CCN(C(c2cccs2)C(C)NC(=O)c2ccccc2F)CC1 (stereo not given),6%,12%,-1%,-8%,13%,2%,-5%,?,0%
COc1ccc(C(=O)OCC(=O)c2ccccc2)cc1S(=O)(=O)N1CCOCC1,-5%,-1%,?,3%,3%,?,-1%,-6%,-17%
C=CCc1c(C)nc(SC)nc1Nc1ccc(C(C)=O)cc1,7%,-6%[9.24 µM],-25%,14%,?,12µM*,-5%,-11%,-15%
c1ccc2c(c1)-c1cccc3cncc-2c13,12%,?,0%,?,15%,-7%,-1%,16%,3%
Cc1nnc(SCC(=O)Nc2ccc3c(c2)OCO3)[nH]c1=O,0%,13%,1%,14%,6%,2%,-18%,-10%,-4%
O=C(CSc1ncn[nH]1)NCc1ccc(Cl)cc1,15%,-13%,-4%,?,-1%,?,-4%,0%,9%
COc1ccc(Br)cc1C(=O)Nc1cccc2ncccc12,-1%,3%,2%,1%,3%,?,-41%[inhibitor],1%,24%
CSc1cccc(NC(=O)c2cnn3ccccc23)c1,25%,-15%,-18%,8%,13%,1%,-10%,-27%,-29%
O=C(Cn1ccc2cc(S(=O)(=O)N3CCCC3)ccc21)NCCc1ccccc1,-4%,-6%,3%,-6%,2%,-13%,?,-16%,9%
CNC(=O)c1c(NC(=O)c2ccc(S(=O)(=O)N3CCCCC3C)cc2)sc2c1CCN(C)C2 (stereo not given),5%,?,10%,8%,-2%,-7%,?,?,-3%
COc1ccccc1CNC(=O)COC(=O)c1ccc(N2CCCC2=O)cc1,-2%,-8%,-2%,6%,3%,-19%,-2%,-8%,3%
Cc1ccc(NC(=O)c2cc(-c3ccco3)on2)cc1,0%,-8%,6%,-3%,-12%,-5%,-8%,-4%,0%
CCCn1nc(NC(=O)c2cccs2)c2cc3cccc(C)c3nc21,21%,0%,3%,-4%,6%,-5%,?,0%,-6%
Cc1cc(NC(=O)Nc2ccc(Cl)cc2)no1,-5%,1%,-2%,15%,-1%,-3%,18%,-8%,?
O=C(c1cnn(-c2ccccc2)c1-n1cccc1)N1CCN(C2CCCCC2)CC1,2%,13%,26%,6%,-5%,-3%,-1%,15%,-11%
CCC(C)NC(=O)C1(NC(=O)Nc2ccccc2)CCCCC1 (stereo not given),-5%,0%,2%,-12%,-1%,-5%,-38%[inhibitor],1%,-7%
# (further entries)
SMILES,GLP1R cytotox,HT1080 IDH1KD tx,KB-3-1 tox,TDP-43 yeast inh,GLP-1R agonist,KB-V1 MDR tox,SW480 rerep,HT1080NT lethal,GLP1R inv ag
COc1cccc(CNC(=O)CCc2nnc3ccc(NCCCN4CCCC4=O)nn23)c1,2%,21%,2%,-5%,9%,9%,5%,12%,5%
COc1cccc2c1OCC(CN1CCN(Cc3ccccc3)C(CCO)C1)=C2 (stereo not given),5%,-5%,?,-3%,13%,?,23%,-1%,?
Cc1ccc(NC(=O)Cn2nnc(-c3ccccc3-n3cnnn3)n2)c(C)c1,-9%,0%,6%,5%,3%,-11%,-1%,3%,11%
CCOc1ccc(NC(=S)NC(=O)Cc2ccccc2)cc1,?,5%,3%,18%,5%,13%,-3%,7%,?
CC1(C)C2CCC1(CS(=O)(=O)NCc1ccc(Cl)cc1Cl)C(=O)C2 (stereo not given),0%,-14%,?,11%,4%,10µM*,-24%,-19%,?
CC(C)CNC(=O)C1(C)CCCCCN1C(=O)c1cccnc1 (stereo not given),2%,6%,0%,-1%,2%,-12%,.,?,16%

# Compound activity from PubChem BioAssay.
